D1 antag: blocks dopamine activation of the human D1 receptor; P21728; HEK293 TREx D1 cells, calcium flux, dopamine EC80; stronger effect = lower value; activity change, negative = inhibition, % at 10 µM; hit rate 3.2% among 360,000; AID 504652; in the data active = activity change below about -30%; note: % is set by controls: 0 for no effect and ±100 for the full control effect
Target sequence (P21728 whole entry, looked up): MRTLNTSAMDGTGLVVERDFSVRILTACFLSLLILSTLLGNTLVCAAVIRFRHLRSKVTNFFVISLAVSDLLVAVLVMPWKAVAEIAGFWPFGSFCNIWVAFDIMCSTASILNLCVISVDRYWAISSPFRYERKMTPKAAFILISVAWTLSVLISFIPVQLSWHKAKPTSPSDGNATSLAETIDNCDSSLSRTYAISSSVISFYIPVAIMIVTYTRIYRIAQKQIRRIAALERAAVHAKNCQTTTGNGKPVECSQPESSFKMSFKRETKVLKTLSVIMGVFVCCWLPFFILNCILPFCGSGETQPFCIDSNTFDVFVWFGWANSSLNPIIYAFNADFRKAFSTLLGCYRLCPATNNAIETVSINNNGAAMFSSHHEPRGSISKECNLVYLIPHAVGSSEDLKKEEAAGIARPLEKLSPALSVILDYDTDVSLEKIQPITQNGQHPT
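Inducible Hek293 Trex D1 cells (tetracycline, overnight, 30 C). Calcium dye 30–90 min RT. Antagonist mode: EC80 dopamine added after 180 s compound read.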
D2 potentiator: D2 dopamine receptor (human) potentiation | potentiation, % at 10 µM | hit rate 0.34% among 340,000 | P14416 | HEK293 T-REx D2, calcium flux, EC20 dopamine potentiation;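 active = potentiation over 3 SD above the plate norm, cut at about 30% in these data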; note: 0% is about no effect
Target sequence (P14416 whole entry, looked up): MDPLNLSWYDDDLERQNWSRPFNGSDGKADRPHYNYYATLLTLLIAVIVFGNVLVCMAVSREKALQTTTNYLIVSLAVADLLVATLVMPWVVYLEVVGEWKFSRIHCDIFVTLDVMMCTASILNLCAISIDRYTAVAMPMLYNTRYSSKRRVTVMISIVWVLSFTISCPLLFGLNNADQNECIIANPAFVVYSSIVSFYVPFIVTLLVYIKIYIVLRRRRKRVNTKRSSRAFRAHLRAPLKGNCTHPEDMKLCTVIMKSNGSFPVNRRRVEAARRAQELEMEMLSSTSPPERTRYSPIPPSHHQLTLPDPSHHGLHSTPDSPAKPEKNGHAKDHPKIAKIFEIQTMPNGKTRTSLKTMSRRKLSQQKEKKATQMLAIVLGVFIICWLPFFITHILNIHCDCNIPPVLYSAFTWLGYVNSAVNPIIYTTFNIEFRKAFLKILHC
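Using a no-wash calcium dye in inducible, force-coupled HEK293 Trex cells expressing D2, we tracked fluorescence each second for 180 s after compound, then for 180 s after EC20 dopamine to detect augmented signalling.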
RXFP1 antag: RXFP1 (human) relaxin receptor antagonism. hit rate 0.59% among 350,000. activity change, negative = inhibition, % at 57.5 µM. HEK293-RXFP1, relaxin-stimulated cAMP HTRF, 30 min; stronger effect = lower value;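 active = activity change of -60% or lower, but not beyond a set lower limit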; note: % is set by controls: 0 for no effect and ±100 for the full control effect
D1 PAM: enhances dopamine response at the human D1 receptor. AID 504651. hit rate 0.036% among 360,000. P21728. HEK293 TREx D1 cells, calcium flux, dopamine EC20 potentiation. potentiation, % at 10 µM; in the data active = potentiation above about 30%; note: 0% is about no effect
D1 agonist: activates the human D1 dopamine receptor | AID 504660 | HEK293 T-REx D1 cells, calcium flux, agonist mode | activation, % at 2 µM | P21728 | hit rate 1% among 360,000; note: 0% is about no effect
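Inducible HEK293 T-REx D1 cells, force-coupled to calcium signalling, were plated at 4000 cells/well with tetracycline and held overnight at 30 C. After no-wash calcium dye loading, compound-evoked calcium rise over 180 s flagged agonists.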
D2 agonist: D2 dopamine receptor (human) agonism; P14416; HEK293 T-REx D2 cells, calcium flux agonist mode; activation, % at 2 µM; hit rate 0.53% among 340,000; AID 485358;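 active = activation over 3 SD above normal in the single-dose calcium agonist read, cut at about 30% in these data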; note: 0% is about no effect
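Agonism scored from kinetic calcium signal (1 read/sec, 180 s) following compound pin transfer, after a 10 s baseline. Cells: HEK293 Trex line expressing inducible D2 receptor coupled to calcium, dye-loaded after overnight culture at 30 C.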
TRHR PAM: allosterically enhances the human TRH receptor; TRHR cells, fluo-8 calcium fluorescence, EC20 TRH enhancement; enhancement, % at 2 µM; hit rate 0.66% among 360,000; in the data active = enhancement above about 30%; note: 0% is about no effect
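TRHR-expressing cells loaded with fluo-8 calcium dye were read kinetically (ex 480/em 530) during compound addition, then stimulated with an EC20 of TRH (10 nM final). Enhancement of the Gq-mediated intracellular calcium response was scored.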
TRHR agonist: activates the human TRH receptor; P34981; TRHR cells, calcium flux fluo-8, FDSS agonist mode; activation, % at 2 µM; hit rate 0.18% among 360,000; note: 0% is about no effect
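Steps: seed TRHR cells overnight; add fluo-8 no-wash Ca dye, RT 30 min–1.5 h; record 10 s baseline; pin-transfer compounds; monitor fluorescence 1 cycle/s for the agonist window. Calcium increases flag candidate agonists.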
D2 antag: antagonists of human D2 dopamine receptor | HEK293 TREx D2 cells, calcium flux, dopamine EC80 | P14416 | hit rate 2% among 340,000 | inhibition, % at 10 µM; in the data active = inhibition above about 30%; note: 0% is about no effect
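Antagonism is scored as inhibition of an EC80 dopamine-evoked calcium signal in a force-coupled, tetracycline-inducible HEK293 T-REx D2 line, with compound present 180 s before agonist.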
Starred values were filed as active, the others as inactive. Cut-off read from the data, not from the text of the source, unless noted: active = activation above about 30%; inactive = the rest.

Sample of the layout, 5 compounds:
Screening CCN(c1ccccc1)S(=O)(=O)c1cc(C(=O)OC2CCOC2=O)ccc1C (stereo not drawn) returned D1 antag -5, D2 potentiator 31*, RXFP1 antag -4, D1 PAM -5, D1 agonist 3, D2 agonist 0.7, TRHR PAM 4, TRHR agonist -0.8 and D2 antag -48.
CN(C)/C=C(/C(=O)c1ccc(F)cc1)S(=O)(=O)c1ccc(F)cc1 was read as D1 antag -19, D2 potentiator 5, RXFP1 antag -9, D1 PAM -8, D1 agonist 3, D2 agonist 0.5, TRHR PAM -4, TRHR agonist 0.4 and D2 antag -11.
Screening O=C(c1ccco1)N1CCCC(N2CCN(c3cccc(C(F)(F)F)c3)CC2)C1 (stereo not drawn) returned D1 antag 8, D2 potentiator -22, RXFP1 antag 1, D1 PAM -1, D1 agonist 1, D2 agonist 11, TRHR PAM 8, TRHR agonist -2.0 and D2 antag -5.
For Cc1oc(-c2cccc(Cl)c2)nc1CN1CCCC(C(=O)NCc2ccc(Cl)cc2)C1 (stereo not drawn) the results were D1 antag -2, D1 PAM -3, D1 agonist 5, D2 agonist 1.8, TRHR PAM -10 and TRHR agonist 0.4.
Cc1ccccc1CN1C(=O)c2ccccc2S(=O)c2ccc(C(=O)NCc3ccco3)cc21 (stereo not drawn) was read as D1 antag -18, D2 potentiator -2, D1 PAM -1, D1 agonist 3, D2 agonist -0.4, TRHR PAM -2 and TRHR agonist 0.2.

The whole of this part, previewed entries included:
Screening CCN(c1ccccc1)S(=O)(=O)c1cc(C(=O)OC2CCOC2=O)ccc1C (stereo not drawn) returned D1 antag -5, D2 potentiator 31*, RXFP1 antag -4, D1 PAM -5, D1 agonist 3, D2 agonist 0.7, TRHR PAM 4, TRHR agonist -0.8 and D2 antag -48.
CN(C)/C=C(/C(=O)c1ccc(F)cc1)S(=O)(=O)c1ccc(F)cc1 was read as D1 antag -19, D2 potentiator 5, RXFP1 antag -9, D1 PAM -8, D1 agonist 3, D2 agonist 0.5, TRHR PAM -4, TRHR agonist 0.4 and D2 antag -11.
Screening O=C(c1ccco1)N1CCCC(N2CCN(c3cccc(C(F)(F)F)c3)CC2)C1 (stereo not drawn) returned D1 antag 8, D2 potentiator -22, RXFP1 antag 1, D1 PAM -1, D1 agonist 1, D2 agonist 11, TRHR PAM 8, TRHR agonist -2.0 and D2 antag -5.
For Cc1oc(-c2cccc(Cl)c2)nc1CN1CCCC(C(=O)NCc2ccc(Cl)cc2)C1 (stereo not drawn) the results were D1 antag -2, D1 PAM -3, D1 agonist 5, D2 agonist 1.8, TRHR PAM -10 and TRHR agonist 0.4.
Cc1ccccc1CN1C(=O)c2ccccc2S(=O)c2ccc(C(=O)NCc3ccco3)cc21 (stereo not drawn) was read as D1 antag -18, D2 potentiator -2, D1 PAM -1, D1 agonist 3, D2 agonist -0.4, TRHR PAM -2 and TRHR agonist 0.2.
`O=C(NCc1nc2ccccc2[nH]1)C1=C[C@@H](C2CCCCC2)C[C@@H](OCc2ccc(CO)cc2)O1` gave D1 antag 19, D2 potentiator 11, D1 PAM 0, D1 agonist 27, D2 agonist 0.0, TRHR PAM 20, TRHR agonist -0.3 and D2 antag 14.
Screening CNC(=O)/C(C#N)=C/c1ccc(-c2ccc(Cl)cc2)o1 returned D1 antag -15, D2 potentiator -3, RXFP1 antag -20, D1 PAM -4, D1 agonist 4, D2 agonist -0.3, TRHR PAM 2, TRHR agonist 0.1 and D2 antag -4.
`Cc1ccnc(NC(=O)C2CCN(S(=O)(=O)c3cccc4nsnc34)CC2)c1` gave D1 antag -8, D2 potentiator -2, RXFP1 antag 12, D1 PAM -2, D1 agonist 0, D2 agonist 1.1, TRHR PAM -2, TRHR agonist -0.6 and D2 antag -4.
`COc1ccc(CCNC(=O)COc2cc(O)c3c(c2)OC(C)(C)CC3=O)cc1` gave D1 antag -24, D2 potentiator -7, RXFP1 antag 16, D1 PAM -4, D1 agonist 0, D2 agonist -1.2, TRHR PAM 1, TRHR agonist -0.8 and D2 antag -11.
Screening COc1ccc(NC(=O)c2sc3nc4c(cc3c2N)CCCCCC4)c(OC)c1 returned D1 antag -5, D2 potentiator -3, RXFP1 antag 0, D1 PAM 0, D1 agonist 1, D2 agonist -0.7, TRHR PAM 5 and TRHR agonist 0.2.
For COC(=O)Cn1cccc1C(=O)c1ccccc1 the results were D1 antag -12, D2 potentiator -2, RXFP1 antag 5, D1 PAM -10, D1 agonist 0, D2 agonist -1.6, TRHR PAM 14, TRHR agonist -0.3 and D2 antag -1.
Cc1cccc(C(=O)C2CCOC(C)(C)C2)c1 (stereo not drawn) was read as D1 antag 11, D2 potentiator 2, RXFP1 antag 4, D1 PAM 5, D1 agonist 1, D2 agonist 0.2, TRHR PAM 7, TRHR agonist -0.7 and D2 antag -19.
CC(=O)Nc1cccc(NC(=O)C(=O)Nc2ccc3c(c2)N(C(=O)C2CC2)CCC3)c1 was read as D1 antag -8, D2 potentiator -6, RXFP1 antag -27, D1 PAM -3, D1 agonist 7, D2 agonist -1.7, TRHR PAM 10, TRHR agonist 0.4 and D2 antag -13.
`COc1cccc(CNC(=O)CCS(=O)(=O)c2cccc3nonc23)c1` gave D1 antag 11, D2 potentiator 1, RXFP1 antag -5, D1 PAM -1, D1 agonist 1, D2 agonist 0.2, TRHR PAM 2, TRHR agonist -0.1 and D2 antag 18.
Screening O=C(O)C(Cc1ccccc1)Nc1ccc([N+](=O)[O-])cc1[N+](=O)[O-] (stereo not drawn) returned D1 antag 12, D2 potentiator 16, RXFP1 antag -5, D1 PAM 14, D1 agonist 3, D2 agonist 0.7, TRHR PAM 2, TRHR agonist 2.1 and D2 antag -8.
`O=C1CN(C(=O)c2ccc(S(=O)(=O)N3CCCC3)cc2)C(c2ccc(F)cc2)c2cc(Br)ccc2N1` (stereo not drawn) gave D1 antag 11, D2 potentiator 15, RXFP1 antag -20, D1 PAM -1, D1 agonist 8, D2 agonist -0.1, TRHR PAM 2 and TRHR agonist -0.5.
NC(=O)c1c(NC(=O)c2ccco2)sc2c1CCC2 was read as D1 antag -1, D2 potentiator 0, RXFP1 antag -4, D1 PAM 8, D1 agonist 1, D2 agonist 0.7, TRHR PAM 5, TRHR agonist -0.6 and D2 antag -14.
For CCOc1ccc(N2CC(O)=C(c3ccccc3)C2=N)cc1 the results were D1 antag -15, D2 potentiator 3, RXFP1 antag -2, D1 PAM -5, D1 agonist 2, D2 agonist 2.9, TRHR PAM -2, TRHR agonist -0.2 and D2 antag -25.
Screening Cc1cc(C)nc(/N=C(\N)N2CCCCC2)n1 returned D1 antag -4, D2 potentiator 11, RXFP1 antag -5, D1 PAM 0, D1 agonist 1, D2 agonist -0.2, TRHR PAM -14, TRHR agonist 0.0 and D2 antag 9.
O=C(NC1(C(F)(F)F)NC(=O)N(Cc2cccnc2)C1=O)c1ccccc1 (stereo not drawn) was read as D1 antag -10, D2 potentiator 1, RXFP1 antag -8, D1 PAM -3, D1 agonist 3, D2 agonist -0.7, TRHR PAM 1, TRHR agonist 0.0 and D2 antag -5.
Screening COc1cc(OC)cc(C(=O)Nc2cccc(NC(C)=O)c2)c1 returned D1 antag 10, D2 potentiator 0, RXFP1 antag -8, D1 PAM 8, D1 agonist -3, D2 agonist -1.8, TRHR PAM 4, TRHR agonist -1.1 and D2 antag -3.
`COC(=O)c1cc(C)ccc1OCc1ccc([N+](=O)[O-])cc1` gave D1 antag -1, D2 potentiator 7, RXFP1 antag -5, D1 PAM 1, D1 agonist 2, D2 agonist -1.4, TRHR PAM -7, TRHR agonist -0.5 and D2 antag 1.
For Cc1ccccc1N(CC(=O)N/N=C/c1ccc(Cl)cc1)C(=O)c1ccccc1 the results were D1 antag 0, D2 potentiator 5, RXFP1 antag -16, D1 PAM -4, D1 agonist 1, D2 agonist -1.2, TRHR PAM 1, TRHR agonist -0.1 and D2 antag -12.
Screening COc1cccc(OC)c1C(=O)Nc1ccc(S(=O)(=O)Nc2ncccn2)cc1 returned D1 antag 15, D2 potentiator 8, RXFP1 antag 1, D1 PAM 0, D1 agonist -3, D2 agonist 0.2, TRHR PAM 1, TRHR agonist 0.0 and D2 antag 6.
For CC12CCC(C/C1=N\N=C1\NC(=O)/C(=C\c3cccc(Br)c3)S1)C2(C)C (stereo not drawn) the results were D1 antag -7, D2 potentiator -3, RXFP1 antag -22, D1 PAM -3, D1 agonist 2, TRHR PAM -6 and TRHR agonist -0.2.
Screening COc1cc(NC(=O)Cc2ccccc2)ccc1NC(=O)Cc1ccccc1 returned D1 antag -6, D2 potentiator -7, RXFP1 antag -7, D1 PAM 1, D1 agonist 1, D2 agonist 0.6, TRHR PAM 0, TRHR agonist -0.1 and D2 antag 2.
CN(C)c1ccc(-c2cccc(C3CC=CC4C3C(=O)N(Cc3ccccc3)C4c3ccc4ccccc4c3)c2)cc1 (stereo not drawn) was read as D1 antag -9, D2 potentiator 14, D1 PAM 6, D1 agonist 3, D2 agonist 0.0, TRHR PAM 1, TRHR agonist -0.1 and D2 antag 5.
Cn1c(=O)oc2cc(S(=O)(=O)Nc3ccc(F)cc3)ccc21 was read as D1 antag -9, D2 potentiator -2, RXFP1 antag -8, D1 PAM -2, D1 agonist 9, D2 agonist -1.2, TRHR PAM -19, TRHR agonist 0.9 and D2 antag 22.
CNC(=O)c1[nH]cnc1C(=O)N[C@@H](C)C(=O)OCc1ccccc1 was read as D1 antag -34*, D2 potentiator 4, D1 PAM 3, D1 agonist 7, D2 agonist -0.5, TRHR PAM 0, TRHR agonist -1.2 and D2 antag 7.
For CN1C(=O)c2ccccc2N(C)C1c1cccs1 (stereo not drawn) the results were D1 antag -11, D2 potentiator 14, RXFP1 antag 3, D1 PAM -4, D1 agonist 0, D2 agonist 0.1, TRHR PAM 8, TRHR agonist 0.5 and D2 antag -6.
Screening CN(C)S(=O)(=O)c1ccc(C(=O)Nc2cccc(S(=O)(=O)NC3=NCCC3)c2)cc1 returned D1 antag 18, D2 potentiator -4, RXFP1 antag 4, D1 PAM -12, D1 agonist 0, D2 agonist 0.5, TRHR PAM -8, TRHR agonist 1.0 and D2 antag 7.
CC(OC(=O)CCN=C1NS(=O)(=O)c2ccccc21)C(=O)Nc1ccc(N(C)C)cc1 (stereo not drawn) was read as D1 antag 11, D2 potentiator 0, D1 PAM -1, D1 agonist 0, D2 agonist 0.3, TRHR PAM 6, TRHR agonist 0.1 and D2 antag 19.
CC(=O)c1ccc(N2CCN(C(=S)Nc3cc(C)ccc3C)CC2)cc1 was read as D1 antag -6, D2 potentiator -5, RXFP1 antag -8, D1 PAM -4, D1 agonist 2, D2 agonist -0.4, TRHR PAM -10, TRHR agonist -0.8 and D2 antag 7.
Screening Cc1ccc(S(=O)(=O)N2CCOCC2)cc1C(=O)N1C(=O)c2cccc(N)c2C1=O returned D1 antag -12, D2 potentiator -6, RXFP1 antag 2, D1 PAM -5, D1 agonist 4, D2 agonist 0.1, TRHR PAM -1, TRHR agonist 0.4 and D2 antag 4.
For O=C(Nc1ccc(S(=O)(=O)N2CCOCC2)cc1)c1ccc(Cl)cc1 the results were D1 antag -40*, D2 potentiator -7, D1 PAM -6, D1 agonist 5, D2 agonist -1.2, TRHR PAM -7, TRHR agonist -1.1 and D2 antag -13.

Assay outcomes as filed in PubChem.
